Screening results: PubChem, several laboratories
SSB-PriA inh: inhibitors of Klebsiella pneumoniae PriA binding to SSB C-terminal tail, primary screen, biochemical, AlphaScreen. AlphaScreen SSBct-PriA binding, biotinylated peptide. hit rate 0.6% among 430,000. inhibition, % at 33 µM. PriA–SSB C-terminal tail interaction (Klebsiella pneumoniae); in the data active = inhibition mostly above about 37%, no sharp cut-off; inactive = mostly below about 20%;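 also: plate controls were negative control peptide for no effect and reference peptide for full effect; strong numbers were not always called active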
MazEF act: activators of E. coli MazEF toxin-antitoxin RNase, primary screen, biochemical, fluorescence, uHTS; AID 504720, 2011; activation, % at 20 µM; FAM/BHQ RNA-DNA oligo cleavage fluorescence, 5 h; hit rate 0.32% among 350,000; Endoribonuclease toxin MazF (Escherichia coli (strain K12)), P0AE70; in the data active = activation above about 50%
DUSP3 inh: VHR1 phosphatase inhibitors, primary screen, biochemical, absorbance, uHTS | Dual specificity protein phosphatase 3 (Homo sapiens), P51452 | AID 1654, 2009 | hit rate 0.52% among 290,000 | inhibition, % at 13.3 µM | recombinant VHR phosphatase, pNPP absorbance; in the data active = inhibition above about 50%; also: some compounds called inactive have numbers as strong as hits
Target sequence (P51452 whole entry, looked up): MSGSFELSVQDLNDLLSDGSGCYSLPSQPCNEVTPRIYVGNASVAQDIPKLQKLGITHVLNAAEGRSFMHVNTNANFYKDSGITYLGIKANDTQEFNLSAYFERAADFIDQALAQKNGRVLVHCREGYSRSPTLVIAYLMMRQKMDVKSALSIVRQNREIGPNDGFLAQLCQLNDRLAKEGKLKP
Rv3671c protease: Rv3671c serine protease inhibitors, primary screen, biochemical, fluorescence polarization, M. tuberculosis H37Rv; P9WHR9; hit rate 0.048% among 320,000; inhibition, % at 5.96 µM; in the data active = inhibition above about 38%;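 also: extracellular domain of Rv3671c used as enzyme; 0% = enzyme with DMSO and 100% = no enzyme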
Vc quorum ag: inducers of Vibrio cholerae quorum light production without autoinducers, primary screen, BH1578 luxS cqsA deficient, single point; V. cholerae BH1578 lux reporter, luminescence, 6 h; activation, % at 18.7 µM; hit rate 0.16% among 350,000; in the data active = activation mostly above about 9.7%, no sharp cut-off; also: not every result past the cut was called active; inactives centre near 0; reference of the scale not given here
Anthrax LF prot: Bacillus anthracis LF protease inhibitors, primary screen, biochemical, multiplex microsphere, MLPCN library | hit rate 0.12% among 360,000 | multiplex microsphere protease cleavage assay | Lethal factor (Bacillus anthracis), P15917 | inhibition, % at 10 µM; in the data active = inhibition above about 30%; also: plate controls were buffer without enzyme for full effect and enzyme alone for no effect
Target sequence (P15917 whole entry, looked up): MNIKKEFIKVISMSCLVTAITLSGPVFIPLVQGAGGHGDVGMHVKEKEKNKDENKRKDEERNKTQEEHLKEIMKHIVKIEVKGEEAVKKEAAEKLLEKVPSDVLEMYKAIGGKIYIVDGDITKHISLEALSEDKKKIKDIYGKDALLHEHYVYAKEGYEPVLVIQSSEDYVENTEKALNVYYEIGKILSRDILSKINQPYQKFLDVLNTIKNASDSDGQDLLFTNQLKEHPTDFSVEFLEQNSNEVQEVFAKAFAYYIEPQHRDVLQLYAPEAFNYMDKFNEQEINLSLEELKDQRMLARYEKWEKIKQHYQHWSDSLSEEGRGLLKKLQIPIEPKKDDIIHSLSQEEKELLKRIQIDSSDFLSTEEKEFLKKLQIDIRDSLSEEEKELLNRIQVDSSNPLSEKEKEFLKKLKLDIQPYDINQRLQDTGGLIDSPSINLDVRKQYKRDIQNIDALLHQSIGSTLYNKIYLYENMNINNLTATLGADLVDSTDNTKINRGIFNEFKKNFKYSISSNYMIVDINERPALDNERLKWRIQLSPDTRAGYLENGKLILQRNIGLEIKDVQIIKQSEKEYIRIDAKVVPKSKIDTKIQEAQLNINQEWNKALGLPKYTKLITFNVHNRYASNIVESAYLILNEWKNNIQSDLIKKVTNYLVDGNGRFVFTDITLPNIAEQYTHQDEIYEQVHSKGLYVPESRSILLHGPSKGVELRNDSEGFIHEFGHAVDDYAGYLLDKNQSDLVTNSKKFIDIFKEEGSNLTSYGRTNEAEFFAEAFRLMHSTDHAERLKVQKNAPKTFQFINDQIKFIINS
Yp Topo-I inh: Yersinia pestis topoisomerase I inhibitors, primary screen, biochemical, cleavage product accumulation, plate reader, single point. Y. pestis Topo-I cleavage product accumulation. DNA topoisomerase I (Yersinia pestis CO92). hit rate 0.064% among 360,000. activity, % at 10 µM; in the data active = activity above about 50%, passing the limit was not always enough; also: inactives centre near 2
PfHsp40 rescue: rescue of yeast from PfHsp40 toxicity, primary screen, S. cerevisiae, ATP luminescence; S. cerevisiae expressing PfHsp40, growth rescue; growth rescue, % at 12.5 µM; hit rate 0.68% among 340,000; in the data active = growth rescue above about 28%, passing the limit was not always enough;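 also: yeast W303a lacking pdr1 and pdr3 grown in galactose medium; growth measured after three days at 30 °C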
SARS 3CLpro inh: SARS-CoV 3CLpro protease inhibitors, primary screen, biochemical, quenched FRET | recombinant SARS-CoV 3CLpro, quenched FRET peptide cleavage | inhibition, % at 6 µM | hit rate 0.14% among 290,000; in the data active = inhibition above about 12%
TcdB GH inh: TcdB glycohydrolase inhibitors, primary screen, biochemical, single point, plate reader | Toxin B (Clostridioides difficile), P18177 | TcdB glycohydrolase enzymatic assay | inhibition, % at 9.99 µM | hit rate 0.24% among 350,000 | AID 652162, 2013; in the data active = inhibition above about 10%
Active calls of the source: *; i = inactive; / = no result given; & = joins results of further samples. The list is partial; rates above refer to the full screens.

SMILES	SSB-PriA inh	MazEF act	DUSP3 inh	Rv3671c protease	Vc quorum ag	Anthrax LF prot	Yp Topo-I inh	PfHsp40 rescue	SARS 3CLpro inh	TcdB GH inh
CCN(CC)c1ncnc2c1cnn2Cc1ccc(Cl)cc1	-16	-1	34	4	-1.5	-1	26	-1.3	4	1.3
O=C(NCCc1ccc(F)cc1)C1CCN(C(=O)Nc2ccccc2)CC1	-12	6	/	3	-4.0	0	-7	0.3	/	1.1
Cn1c(=O)cc(SCC(=O)NCC2CCCO2)c2ccccc21 (stereo not drawn)	4	4	19	2	i	-1	6	0.3	3	/
CCCC(=O)OCC(=O)Nc1ccc(N=Nc2ccccc2)cc1	23	-4	3	-11	i	-2	3	0.0	-3	/
COc1ccc(CC(=O)NCC2CCCN(Cc3ccccc3Cl)C2)cc1 (stereo not drawn)	-3	-2	5	/	-0.6	-21	15	15	5	1.2
CC(=O)c1c(C)[nH]c(C(=O)Nc2ccc(Cl)c(S(=O)(=O)N3CCOCC3)c2)c1C	15	7	9	-22	-0.2	0	-4	-1.5	-2	/
O=S(=O)(c1ccccc1)N1CCCCC1CCc1ccccc1 (stereo not drawn)	-11	6	/	/	i	-2	3	-1.9	/	0.7
O=C(NCc1cccnc1)Nc1cccc([N+](=O)[O-])c1	-3	-3	6	1	-0.2	0	-7	0.0	2	1.6
CN(CC(=O)Nc1cccc(F)c1)C(=O)CCCc1c[nH]c2ccccc12	12	6	/	-2	0.4	5	3	0.1	/	2.4
O=C(COC(=O)Cc1ccc(F)cc1)Nc1ccc(Cl)cn1	0	8	/	7	i	-10	4	-1.1	/	1.9
O=C(N/N=C/c1ccccc1F)c1cc2c(ccc3ccccc32)o1	/	-44	9	1	i	-1	12	-0.4	1	0.1
O=C(CO/N=C/c1ccccc1)N1c2ccccc2Oc2ccccc21	/	-12	13	1	-7.7	-1	-3	5.4	5	/
COc1ccc(CCNC(=O)Cn2c(=O)n(-c3ccc(F)cc3)c(=O)c3sccc32)cc1OC	-12	5	4	/	-2.3	-3	-1	-1.4	2	-0.2
O=C(N[C@@H](Cc1ccccc1)C(=O)N[C@@H](Cc1ccccc1)C(=O)O)OCc1ccccc1	-23	10	/	-4	-0.9	7	-8	-0.7	/	0.7
CCN(Cc1nc2cc(Cl)ccc2c(=O)[nH]1)C(=O)c1cccc(NC(=O)c2cccs2)c1	22	0	/	-20	i	2	5	0.5	/	1.6
COc1ccc2c(C)c(CCC(=O)N3C[C@H]4C[C@@H](C3)c3cccc(=O)n3C4)c(=O)oc2c1	/	-1	41	-9	-0.2	2	2	0.9	6	1.2
Cn1c(CO)cnc1SCC(=O)c1ccc(Br)cc1	-2	3	26	8	-0.5	6	7	0.0	-1	2.4
C=CCC1(CC=C)CCCN1Cc1nc(COc2ccccc2)no1	-12	-14	30	-2	i	-10	-3	-1.0	-1	0.2
Cc1oc2c(CN3CCCC3)c(O)ccc2c(=O)c1-c1ccc(Br)cc1	-12	5	0	-3	3.3	-2	2	0.5	-4	3.7
Cc1ccc(-n2c(=S)sc3c(=O)n(-c4ccc(F)cc4)c(SCC(=O)O)nc32)cc1C	-13	3	5	4	-0.6	2	5	-0.7	4	8.1
CCC1CCCCN1CCCNC(=O)c1c(O)nc2c(C)cccn2c1=O (stereo not drawn)	-12&-9	9	14	-5	i	1	-4	-0.7	-6	2.2
CCOC(=O)/C(C#N)=C/c1ccc(-c2ccsc2C(=O)OC)o1	-12	5	53*	-11	-0.3	1	8	-0.3	2	/
CN(Cc1nc(Cc2cccc(F)c2)no1)CC1CCOCC1	-11	5	-12	-2	-0.7	0	-4	-2.4	1	0.0
CN(Cc1ccon1)Cc1cn[nH]c1-c1ccc(-c2ccccc2)cc1	4	0	44	4	-0.5	-4	2	1.3	3	0.4
CCOC(=O)c1cc2c(=O)n3ccccc3nc2n(Cc2ccccc2)c1=N	-4	-30	21	2	1.7	-8	1	0.1	8	-0.7
Cc1csc2ncc(C(=O)N3CCc4ccccc43)c(=O)n12	-2	-10	/	-3	-0.1	-2	-1	1.6	5	1.5
CCOC(=O)C1CCN(c2c(NCCC(C)C)c(=O)c2=O)CC1	1	-11	-7	7	-0.6	-1	0	-0.9	4	1.1
CCOc1ccc(Br)cc1S(=O)(=O)Nc1cccnc1	-2	3	3	2	i	-2	-6	-0.7	-3	-0.1
CN(C)S(=O)(=O)c1ccc(Cl)c(NC(=O)CSc2nnnn2-c2ccc(O)cc2)c1	-8	7	6	/	-0.3	3	-15	0.4	-4	0.3
O=C(CCN1C(=O)c2ccccc2C1=O)Nn1cnnc1	-4	1	-19	-2	-0.5	0	-3	-1.6	6	0.1
CCCNS(=O)(=O)c1ccc(CCC(=O)Nc2ccc3c(c2)OCCO3)cc1	-2	-5	-14	3	-0.1	0	0	7.9	-3	1.4
COc1cc(OC)c(C(=O)NC2CC(C)(C)NC(C)(C)C2)cc1OC	0	7	12	1	-0.2	-1	-2	0.7	-2	4.4
COc1cccc(COC(=O)c2ccc(S(=O)(=O)N3CCC(C)CC3)cc2)c1OC	-10	-3	/	-14	-0.5	3	31	0.8	/	0.0
O=C(Cn1c(=O)cnc2ccccc21)N1CCN(S(=O)(=O)c2cccc([N+](=O)[O-])c2)CC1	-4	-1	/	-5	-2.0	-1	5	0.7	/	-0.1
O=C(NNC(=O)c1ccccc1F)c1ccc(S(=O)(=O)N2CCCCC2)cc1	-7	5	/	-4	0.8	4	-1	1.5	/	0.8
Cc1nn(-c2ccccc2)nc1C(=O)c1c(C)[nH]n(-c2ccccc2)c1=O	-2	-1	25	10	-0.2	/	6	19	-4	-0.1
CSc1cc(-c2ccccc2)n(Cc2ccc(Cl)cc2Cl)c(=O)c1C#N	8	1	24	6	-6.7	2	-4	-0.3	1	/
CC(=O)Oc1ccccc1C(=O)Nc1ccccc1C(=O)N1CCCCC1	-6	4	47	1	-0.6	-2	-2	-0.9	4	1.7
CC1CCCC(C)N1C(=O)CSc1nnc(NC(=O)Cc2cccs2)s1 (stereo not drawn)	-8	4	18	3	i	-6	3	0.6	6	/
CCc1ccc(NC(=O)CSc2nc(C)cs2)cc1	/	-6	/	/	-11	2	10	/	/	0.7
C=C1CN(CC(=O)OC)S(=O)(=O)c2ccccc21	-15	-2	30	-6	i	3	-1	-0.8	/	1.0
O=[N+]([O-])c1ccc(-c2nnc(-c3ccccc3)c(N3CCOCC3)n2)cc1	-20	12	-4	2	-0.4	-6	4	-0.2	-1	/
O=C(O)c1cc2n(n1)C(C(F)(F)F)CC(c1ccccc1)N2 (stereo not drawn)	-8	2	21	-5	i	-7	0	1.5	-6	/
COCCn1c(-c2ccccc2)nc2ccccc21	4	-5	40	0	-0.4	0	-5	-0.1	-8	/
CCOC(=O)c1nc2sc3c(c2c(=O)[nH]1)CCC(C)C3 (stereo not drawn)	-15	4	17	-13	i	-3	2	-0.2	-3	0.7
COc1cc(/C=N/N=C/c2c[nH]c(=O)c(C#N)c2Nc2ccccc2)ccc1O	/	-3	11	2	/	/	/	/	-2	/
CCN(CC)c1ccc2c(cc1=O)[C@@H](NC)CCc1cc(OC)c(OC)c(OC)c1-2	-2	-15	-3	-5	-5.6	-6	-1	-1.7	5	-11
CCOC(=O)[C@@H]1[C@H]2COc3ccc(Br)cc3[C@@H]2N2C(=O)N(c3ccc(C(F)(F)F)cc3)C(=O)[C@@]12C	-1	-3	1	-17	i	-2	18	0.9	3	1.7
CCCOc1ccc(F)cc1-c1cc(C(=O)NCc2ccccc2OC)[nH]n1	/	/	/	/	-0.4	2	-6	/	/	0.9
Cc1[nH][nH]c(=O)c1C(c1ccc(-c2ccc(Cl)c(Cl)c2)o1)c1c(C)[nH][nH]c1=O	17	-17	24	-26	i	-1	2	0.7	2	/
O=C(NN1CCOCC1)c1ccc([N+](=O)[O-])cc1	-23	11	11	/	-0.3	-8	2	1.4	4	0.4
Cc1ccccc1-n1c(SCC(=O)c2c(N)n(C)c(=O)n(C)c2=O)nnc1-c1cccnc1	7	-2	3	-1	-0.3	-1	-3	0.3	-2	0.8
Cc1cc(C)c(C(=O)COC(=O)c2ccc(NC(=O)CC#N)cc2)cc1C	9	-5	-1	8	-0.5	-2	5	3.3	-2	-0.4
O=C(CSc1nnc(-c2csc3c2CCCC3)o1)Nc1ccccc1	-12&-7	7	8	-2	-0.3	-8	2	-0.4	2	2.0
CCn1c2ccccc2c2cc(NC(=O)Cc3ccc(S(=O)(=O)N4CCOCC4)s3)ccc21	25	4	4	-9	i	-3	-5	-0.5	7	/
COc1cc(OC)cc(C(=O)Nc2nc(CC(=O)NCc3ccccc3OC)cs2)c1	-3	0	/	-18	i	-3	-1	-1.3	/	1.2
CC1CCCCC1NC(=O)c1nnc(Cc2ccc(Cl)cc2)o1 (stereo not drawn)	-9	6	4	9	-0.4	-1	2	0.9	-5	0.9
Cc1ccccc1OCC(O)CN1C(=O)c2ccccc2C1=O (stereo not drawn)	0	4	3	7	-0.5	7	2	-1.9	-4	1.1
CN1CCN(C(=O)c2ccc(CS(=O)Cc3ccc(Cl)cc3)o2)CC1 (stereo not drawn)	-28	7	15	2	-2.1	1	-7	-1.3	-2	-1.6
CCOC(=O)CSc1ccc(S(=O)(=O)N2CCC(C)CC2)cc1[N+](=O)[O-]	-17	2	-3	-2	-0.2	2	-3	-0.6	2	-0.2

Entries of single compounds, quoted from the list.
`CCN(CC)c1ccc2c(cc1=O)[C@@H](NC)CCc1cc(OC)c(OC)c(OC)c1-2` is entered as SSB-PriA inh: -2; MazEF act: -15; DUSP3 inh: -3; Rv3671c protease: -5; Vc quorum ag: -5.6; Anthrax LF prot: -6; Yp Topo-I inh: -1; PfHsp40 rescue: -1.7; SARS 3CLpro inh: 5; TcdB GH inh: -11
`O=C(NN1CCOCC1)c1ccc([N+](=O)[O-])cc1` is entered as SSB-PriA inh: -23; MazEF act: 11; DUSP3 inh: 11; Rv3671c protease: /; Vc quorum ag: -0.3; Anthrax LF prot: -8; Yp Topo-I inh: 2; PfHsp40 rescue: 1.4; SARS 3CLpro inh: 4; TcdB GH inh: 0.4

More results.
SMILES	SSB-PriA inh	MazEF act	DUSP3 inh	Rv3671c protease	Vc quorum ag	Anthrax LF prot	Yp Topo-I inh	PfHsp40 rescue	SARS 3CLpro inh	TcdB GH inh
Cn1c(=O)c2cc(NC(=O)NCCc3ccccc3)ccc2n1Cc1ccc(F)cc1	/	/	/	/	0.3	-3	25	/	/	-5.9
COc1cccc(C2C(C(=O)c3ccc(C)o3)=C(O)C(=O)N2c2cc(C)on2)c1 (stereo not drawn)	-10	0	1	10	i	-2	-5	-1.0	0	0.7
O=C(NCCCN1CCCC1)c1ccc2c(c1)N(Cc1ccccc1F)C(=O)c1ccccc1S2=O (stereo not drawn)	-15	10	-2	-7	-4.3	1	-24	0.0	-4	2.1
COc1c(OC(C)=O)ccc(/C=C/c2ccc3cccc(OCc4ccccc4)c3n2)c1[N+](=O)[O-]	3	-3	4	-31	0.0	-2	7	1.3	-1	/
COC(=O)/C=C1/SC(=Nc2ccc(Cl)c(Cl)c2)NC1=O	4	-13	10	-4	-1.3	0	-1	/	4	1.8
O=C(C[n+]1cc(-c2ccc(Cl)c(Cl)c2)n2c1CCC2)c1cccs1	-2	10	25	6	0.6	3	6	1.3	-2	1.3
Cc1nn(C)cc1CNC(=O)c1ccc(F)cc1	4	-4	-1	3	-0.2	1	-5	0.7	6	0.5
